# PKM2 act = qHTS Assay for Activators of Human Muscle isoform 2 Pyruvate Kinase; 260,000 compounds, 0.34% hits; purified PKM2, Kinase-Glo ATP luminescence, activation; response scale: 0% is enzyme alone, no compound; Potency, µM (series often up to 57.5 µM), inactives show at the highest dose activation, most hits filed as activators; AID 1631, 2009; Pyruvate kinase PKM (Homo sapiens), P14618; also: potency is read from the fitted curve at half-maximal effect; % is scaled to controls: 0 for no effect and ±100 for the full control effect; nearly all actives have a fitted effect of over 55% in size
#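 Kinase-Glo luminescence reports ATP generated from ADP (0.1 mM) and PEP (0.5 mM) by purified hPK-M2 after 1 h at room temperature, pH 7.2 imidazole buffer; intermediate enzyme activity allows detecting inhibitors and activators.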
# S-ASM inh = Inhibitors of Secretory Acid Sphingomyelinase (S-ASM): qHTS; Sphingomyelin phosphodiesterase (Homo sapiens), P17405; Potency, µM (top dose mostly 57.5 µM), for the others: at the highest dose activity change, negative = inhibition, hits mostly inhibitors; 340,000 compounds, 0.006% hits; placental ASM, HMU-PC fluorogenic substrate, 60 min; AID 504937, 2011; also: potency is read from the fitted curve at half-maximal effect
#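 Human placenta-derived ASM enzyme was preincubated with compound for 10 minutes at room temperature, then given fluorogenic substrate HMU-PC0 (9 uM final) for 60 minutes at 37 °C; a pH 10 stop preceded fluorescence reading at Ex 386/Em 447 nm.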
# Menin-MLL TR inh = qHTS Assay for Inhibitors Targeting the Menin-MLL Interaction in MLL Related Leukemias: Competition With Texas Red Labeled MLL-derived Mutant Peptide; AID 1768, 2009; 270,000 compounds, 0.23% hits; Potency, µM (doses to about 61.6 µM), for inactives: top-dose FP activity change, negative = inhibition, actives largely listed as inhibitors; Menin + Texas Red MLL mutant peptide, fluorescence polarization; active = well fitted inhibition curve with a large enough effect in the polarisation, with a control signal flat, not every such curve was filed as active; inconclusive = small, poorly fitted or top-dose-only effect, or effect the other way, or a change in a side signal; inactive = no such curve, though single readings can be large or run the other way; the % refers to the polarisation; also: potency is read from the fitted curve at half-maximal effect; % of control where 0% means no effect; many of its hits are not listed in these tables
# KCNH2 WT inh = qHTS for Inhibitors of KCHN2 3.1: Wildtype qHTS; U2OS, BacMam KCNH2, thallium flux FluxOr; stronger effect = lower value; activity change, % at 1.84 µM; 340,000 compounds, 0.37% hits; AID 720551, 2013;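 active = maximum activity change below -70%; inconclusive = maximum activity change between -70% and -50%; inactive = maximum activity change above -50%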; also: % is scaled to controls: 0 for no effect and ±100 for the full control effect
#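 U2OS cells were transduced with wild-type KCNH2 virus (2.03 x 10^8 / mL) for 4 h at room temperature, then cultured overnight at 37 C. Thallium flux was read with FluxOr dye. Rate constants were normalized to DMSO controls.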
# TSHR antag = Antagonists of the Thyroid Stimulating Hormone Receptor: HTS campaign; TSHR-expressing cells, TSH-stimulated cAMP HTRF, 2 h; stronger effect = lower value; Thyrotropin receptor (Homo sapiens), P16473; activity change, negative = inhibition, % at 11.5 µM; 330,000 compounds, 0.2% hits; AID 504810, 2011;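 active = activity change below a set negative limit, meaning inhibition stronger than a set level, cut at about -70% in these data; inconclusive = activity change between two set negative limits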; also: % is scaled to controls: 0 for no effect and ±100 for the full control effect
#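 TSHR-expressing cells were treated with compounds, then stimulated with TSH at EC80 (4nM final) for 2 hours at 37 deg C. Cellular cAMP was measured by HTRF competition between lysate cAMP and cAMP-d2 for a cryptate-labelled anti-cAMP antibody.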
# GALK inh = qHTS Assay for Inhibitors of Human Galactokinase (GALK); P51570; Purified GALK, Kinase-Glo residual ATP luminescence; Potency, µM (highest dose often 57.5 µM), inactives show at the highest dose activity change, negative = inhibition, most hits filed as inhibitors; 270,000 compounds, 0.007% hits; AID 1868, 2009; also: potency is read from the fitted curve at half-maximal effect; % is scaled to controls: 0 for no effect and ±100 for the full control effect
#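 Luminescence from leftover ATP (Ultra-Glo luciferase/luciferin) served as read-out after a 1 h room-temperature reaction of 5 nM GALK with 35 uM ATP and 100 uM galactose.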
# MBNL1-CUG inh = qHTS Assay for Inhibitors of MBNL1-poly(CUG) RNA binding; TR-FRET MBNL1-His/biotin-(CUG)12 binding, 665/545 ratio; Potency, µM (series often up to 57.5 µM), without a hit: top-dose activity change, negative = inhibition, most hits filed as inhibitors; 280,000 compounds, 0.036% hits; active = well fitted inhibition curve with a large enough effect in the signal ratio, with a control signal flat, not every such curve was filed as active; inconclusive = small, poorly fitted or top-dose-only effect, or effect the other way, or a change in a side signal; inactive = no such curve, though single readings can be large or run the other way; the % refers to the signal ratio; also: potency is read from the fitted curve at half-maximal effect; % is scaled to controls: 0 for no effect and ±100 for the full control effect
# Target sequence (Q9NR56 whole entry, looked up): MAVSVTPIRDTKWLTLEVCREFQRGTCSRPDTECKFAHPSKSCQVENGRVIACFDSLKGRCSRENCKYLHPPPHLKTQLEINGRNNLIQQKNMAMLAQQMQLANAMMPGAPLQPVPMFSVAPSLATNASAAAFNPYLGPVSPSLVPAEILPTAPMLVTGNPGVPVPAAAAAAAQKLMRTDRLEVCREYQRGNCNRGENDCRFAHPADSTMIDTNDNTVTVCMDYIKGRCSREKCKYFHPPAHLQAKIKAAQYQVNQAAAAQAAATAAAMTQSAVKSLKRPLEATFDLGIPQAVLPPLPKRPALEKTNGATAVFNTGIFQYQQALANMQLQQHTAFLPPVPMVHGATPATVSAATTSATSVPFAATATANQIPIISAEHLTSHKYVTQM
#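 MBNL1-His + Biotin-(CUG)12, cpd titration 92 nM–58 uM; Tb anti-His Ab 0.055 ng/ul, SA-XL665 5 nM (final); 60 min RT; ratiometric 665/545 nm, Ex 340 nm; normalized to buffer and full-complex controls.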
# Chronic BCR inh = qHTS Assay to Find Inhibitors of Chronic Active B-Cell Receptor Signaling. 340,000 compounds, 0.05% hits. Potency, µM (series often up to 46.1 µM), inactives show at the highest dose ratio change, negative = lower green/red ratio, actives largely listed as inhibitors. ABC-DLBCL IkBa-CBG/CBR reporter, luminescence ratio, 4 h. AID 493014, 2011; active = well fitted inhibition curve with a large enough effect in the signal ratio, with a control signal flat, not every such curve was filed as active; inconclusive = small, poorly fitted or top-dose-only effect, or effect the other way, or a change in a side signal; the % refers to the signal ratio;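 also: potency is read from the fitted curve at half-maximal effect; plate controls were basal doxycycline-induced cells for no effect and cells given 10 µM MG132 for full effect; MG132 reads +100%, hits lower the ratio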
#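 Doxycycline induced both beetle luciferases in TMD8 lymphoma cells; IKK-driven degradation limits the IkappaBalpha-fused green signal, while red luminescence normalises for cell number and nonspecific effects. Compounds tested up to 46 uM, 4 hrs.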
# Mito fusion act = qHTS Assay for Small Molecule Inhibitors of Mitochondrial Division or Activators of Mitochondrial Fusion. AID 485298, 2010. S. cerevisiae fusion-defective mutant growth rescue, CellTiterGlo 48 h. Potency, µM (series often up to 46.1 µM), for inactives: at the highest dose growth rescue (activation), actives largely listed as activators. 320,000 compounds, 0.23% hits;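 also: potency is read from the fitted curve at half-maximal effect; % of control where 0% means no effect; nearly all actives have a fitted effect of over 45% in size; temperature-sensitive fusion mutants such as fzo1-1 at 37 °C on non-fermentable ethanol glycerol medium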
#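 Compounds are tested for their ability to restore growth of mitochondrial fusion-defective yeast strains at non-permissive 37C in YPEG medium over 48 hours. Viability is quantified by luciferase luminescence.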
# USP2a block = qHTS Assay for Inhibitors of Ubiquitin-specific Protease USP2a Using CHOP2 as the Reporter; Ubiquitin carboxyl-terminal hydrolase 2 (Homo sapiens), O75604; USP2 core, Ub-CHOP2 coupled fluorogenic reporter, 485/531; Potency, µM (titrated, usually from 38.3 µM), inactives show top-dose activity change, negative = inhibition, most hits filed as inhibitors; 330,000 compounds, 0.01% hits;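 also: potency is read from the fitted curve at half-maximal effect; plate controls were DMSO wells for no effect and full inhibition by NEM control for full effect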
#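 Cell-free coupled assay: 10nM USP2 core preincubated 30min RT with compound in Tris-HCl pH 8.0/CaCl2/CHAPS buffer, then 25nM Ub-CHOP2 and 25nM reporter substrate; fluorescence (Ex 485/Em 531) read after 60min RT, normalized to NEM inhibition, concentration-response curves fitted.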
# Eya2 phos inh = qHTS Assay for Inhibitors of the Phosphatase Activity of Eya2; AID 488837, 2010; Protein phosphatase EYA2 (Homo sapiens), O00167; 330,000 compounds, 0.006% hits; recombinant Eya2, OMFP fluorescence dephosphorylation (OMFP is methylfluorescein phosphate); Potency, µM (top dose mostly 76.9 µM), without a hit: at the top dose activity, negative = inhibition, hits mostly inhibitors; also: potency is read from the fitted curve at half-maximal effect; % is scaled to controls: 0 for no effect and ±100 for the full control effect
# Target sequence (O00167 whole entry, looked up): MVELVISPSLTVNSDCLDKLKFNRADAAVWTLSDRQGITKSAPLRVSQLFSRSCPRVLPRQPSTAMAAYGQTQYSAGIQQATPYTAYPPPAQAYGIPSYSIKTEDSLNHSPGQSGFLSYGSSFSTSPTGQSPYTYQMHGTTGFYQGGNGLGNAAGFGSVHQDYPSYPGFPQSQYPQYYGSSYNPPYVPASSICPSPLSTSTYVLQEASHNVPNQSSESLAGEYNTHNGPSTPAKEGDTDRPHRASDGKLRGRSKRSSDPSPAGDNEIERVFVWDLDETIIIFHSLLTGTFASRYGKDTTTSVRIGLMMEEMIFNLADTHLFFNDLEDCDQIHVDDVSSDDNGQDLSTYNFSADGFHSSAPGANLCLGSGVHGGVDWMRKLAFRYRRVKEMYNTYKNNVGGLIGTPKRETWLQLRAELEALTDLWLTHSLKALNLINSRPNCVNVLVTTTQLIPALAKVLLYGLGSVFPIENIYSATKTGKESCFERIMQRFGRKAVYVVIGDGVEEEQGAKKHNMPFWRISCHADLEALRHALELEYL
#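 Eya2 protein (added as 0.2 uM solution) was preincubated with compound for 10 min at ambient temperature in 50 mM HEPES pH 7.5, 50 mM NaCl, 5 uM MgCl2, 0.05% BSA, 1 mM DTT. OMFP (added at 50 uM) then reacted 10 min; fluorescence read at 485/525 nm.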
# * hit, by the source's call; u = inconclusive; x = not tested or not shown; [ ] = remark or other dose. Unless noted, calls follow the shape of the dose curve; as a rule, active = well fitted curve in the direction sought with a large enough effect; inconclusive = small, poorly fitted or top-dose-only effect, or another doubt; inactive = no such curve, though single readings can be large; an effect the other way counts as inactive or inconclusive. A portion of the library, so the mix of outcomes need not match the whole.
smiles,PKM2 act,S-ASM inh,Menin-MLL TR inh,KCNH2 WT inh,TSHR antag,GALK inh,MBNL1-CUG inh,Chronic BCR inh,Mito fusion act,USP2a block,Eya2 phos inh
CCCNC(=O)CN(c1cccc(F)c1)S(C)(=O)=O,-2%,3%,0%,4,-5,x,-20%[11.5 µM],-1%,0%,1%,4%
COC(=O)c1cc(-c2ccc(Br)cc2)n[nH]1,4%,0%,4%,-3,-2,1%,1%,u,-2%,1%,14%
CNC(=O)/C(C#N)=C/c1ccc(-c2ccccc2[N+](=O)[O-])o1,1%,-4%,11%,11,-3,-1%,u,-2%,2%,4%,-10%
Cc1ccc(NC(=O)Nc2nnc(Cc3ccc([N+](=O)[O-])cc3)s2)cc1,3%,-1%,u,-20,15,1%,-11%,4%,-3%,-2%,4%
NC(=O)C1CCN(C(=O)CNC(=O)c2ccccc2)CC1,-12%,-1%,-9%,3,0,-3%,-2%,-2%,u,2%,11%
CCOC(=O)C1=C(COC(=O)CCOc2ccc(OCC)cc2)NC(=O)NC1C (configuration not stated),x,0%,x,18,-14,x,x,u,-4%,1%,-11%
CSCCC(NC(=O)c1ccc(Cl)c([N+](=O)[O-])c1)C(=O)N1CCN(C/C=C/c2ccccc2)CC1 (configuration not stated),x,-1%,x,-42,x,x,x,u,-27%,-1%,11%
Cc1ccc2c(c1)C(O)(CC(=O)c1ccc3c(c1)OCO3)C(=O)N2 (configuration not stated),19%,4%,-14%,44,13,0%,2%,4%,-1%,0%,20%
COC(=O)C(=C/C=C/c1cccnc1)C(=O)OC,-1%,1%,1%,-3,0,4%,9%,u,0%,-2%,9%
O=C(Cc1ccccc1)Nc1ccc2c(c1)CCC2,2%,3%,7%,-9,-1,-3%,-3%,14%,-4%,1%,7%
CCC(C)[C@H](NC(=O)N1CC(=O)Nc2ccccc21)C(=O)N[C@@H](C(=O)O)c1ccccc1 (some centres not stated),x,1%,x,-3,-6,-2%,-1%,-7%,-3%,4%,0%
O=C(Cn1cc(C(F)(F)F)ccc1=O)N/N=C/c1ccc(O)cc1,10%,-3%,x,-9,-3,2%,3%,0%,1%,0%,-1%
O=C(Cc1nc(-c2cnccn2)no1)NNC(=O)Nc1ccccc1,0%,2%,x,5,3,5%,x,-1%,1%,-1%,-2%
CCOC(=O)C1=NNC(C(=O)c2ccc(C)cc2)C1c1ccc(C)cc1 (configuration not stated),-11%,-8%,-12%,0,7,2%,-6%,1%,27%,3%,-3%
Cc1ccc(NC(=O)Cn2nc(C)cc2C)cc1,-3%,3%,-1%,0,1,10%,-12%,1%,0%,1%,1%
Cc1cccc(C)c1NC(=O)CN1C(=O)N(C)Cc2ccccc21,0%,5%,-6%,3,-4,0%,-2%,3%,0%,0%,-11%
Cn1c(-c2ccco2)nc2cc3ccccc3cc21,-47%,287%[activator],x,0,-10,7%,u,u,-12%,0%,6%
CC1Cc2ccccc2N1C(=O)CNc1cccc(S(=O)(=O)N2CCCC2)c1 (configuration not stated),2%,6%,-6%,-13,13,8%,-2%,1%,4%,0%,4%
COC(=O)C(CCSC)NC(=O)CNS(=O)(=O)c1ccc(F)cc1 (configuration not stated),-3%,4%,8%,-2,9,0%,-8%,-6%,-2%,1%,-2%
CC(C)(C)c1cc(C(=O)N2CCN(c3ncccn3)CC2)ccn1,3%,4%,-7%,-1,x,-1%,-4%,x,1%,x,x
CC(C)(C)n1nnnc1C(c1ccc(F)cc1)N1CCC(C(N)=O)CC1 (configuration not stated),-22%,1%,12%,x,-4,1%,-2%,4%,-2%,10%,5%
Cc1cccc(NC(=S)NC(=O)/C=C/c2ccccc2)n1,-1%,-2%,-24%,1,2,1%,1%,u,3%[9.22 µM],11%,12%
Cc1cc(CNC(=O)COc2ccc(F)cc2)c2ccccc2n1,-50%,-3%,-3%,2,-11,-2%,-2%,-3%,7%,7%,13%
CCOc1ccccc1NC(=S)N1CCN(c2nc(-c3cccc(OC)c3)cs2)CC1,0%,0%,10%,11,0,4%,10%,-4%,3%,-2%,-3%
Cc1nn(CCC(N)=O)c2nc(-c3cccs3)cc(C(F)(F)F)c12,-16%,90%[activator],5%,9,26,-2%,x,3%,19%,4%,2%
Cc1ccc(O)c(C(=O)CC(=O)c2ccc(Cl)cc2)c1,x,-10%,8%,1,0,-4%,1%,u,u,-2%,-2%
Cn1cc(/C=C/C(=O)N2CCCC(C(=O)c3cccc4ccccc34)C2)cn1 (configuration not stated),0%,-4%,x,2,1,-4%,-9%,4%,3%,2%,17%
O=C(Nc1cccc(NC(=O)c2sc3ccccc3c2Cl)c1)c1ccco1,-10%,-14%,u,-2,-17,-2%,x,u,19%,-5%,1%
CCC1C(=O)NCCN1C(=O)c1cc(COc2cc(C)ccc2C)on1 (configuration not stated),x,-1%,-6%,-10,-5,-3%,-16%,-2%,0%,-1%,-9%
CCOC(=O)C1CCN(Cc2nnnn2CCc2ccccc2)CC1,-10%,0%,1%,-2,16,2%,5%,10%,-8%,2%,5%
COc1ccc(C(=O)Nc2ccccc2N2CCOCC2)cc1S(=O)(=O)N1CCCC1,x,-1%,x,32,-10,x,x,7%,8%,3%,1%
COc1cccc(C(O)c2nccn2Cc2ccccc2)c1OC (configuration not stated),x,0%,-11%,1,-6,-2%,6%,-2%,-2%,-1%,1%
CC1(C)CSC(=NCCc2ccccc2)N1,1%,9%,-23%,4,13,1%,1%,u,20%,0%,-6%
COc1ccc(N2C(=O)CSC2c2ccc3c(c2)OCO3)cc1 (configuration not stated),-1%,0%,10%,-11,0,0%,4%,-21%,3%,1%,-14%
NS(=O)(=O)c1cccc(NC(=O)CSc2ncnc3ccccc23)c1,-1%,-1%,x,-2,-5,4%,1%,u,-2%,1%,-8%
O=C(CCNS(=O)(=O)c1cccc2nsnc12)NC1CCCc2ccccc21 (configuration not stated),-6%,-2%,-14%,-8,2,-1%,u,3%,4%,3%,-4%
COc1ccc(-c2ccc(-c3noc(-c4ccccc4F)n3)c(OC)n2)cc1,5%,16%,-10%,-3,1,-1%,13%,10%,1%,0%,8%
O=C(NNC(=O)c1cc(Br)c(Br)s1)c1csc(N2CCOCC2)n1,x,-1%,x,-14,-1,x,x,u,5%,-1%,-7%
COc1ccccc1NC(=O)c1ccc(NC(=O)CN2CCCC2)cc1,-4%,5%,7%,33,-8,-3%,1%,-1%,3%,13%,23%
O=C(CSc1nnc(C2CC2)n1-c1ccccc1)NC1CCS(=O)(=O)C1 (configuration not stated),x,-2%,x,0,1,x,x,-3%,x,-1%,5%
Cc1nn(C)c(C(=O)NNC(=S)NCc2ccco2)c1Br,11%,-1%,u,-1,19,2%,-9%,u,-2%,-3%,11%
O=C(CC12CC3CC(CC(C3)C1)C2)N/N=C\c1ccc[nH]1,1%,-3%,-18%,16,19,0%,7%,-5%,0%,2%,-1%
O=C(CSc1nnc(Nc2ccccc2)s1)NCC1CCCO1 (configuration not stated),x,4%,x,7,42,x,x,-1%,3%,2%,-3%
